# Source: PubChem BioAssay (Broad Institute)
# RAD52 anneal inh: blocks human RAD52 DNA annealing. recombinant RAD52 DNA annealing, FRET fluorescence. inhibition, % at 18.7 µM. 360,000 tested, 0.46% active. AID 651710;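 active means every replicate showing at least 50% inhibition; inconclusive means mean inhibition at least 50% but not in every replicate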
# Target sequence (P43351 whole entry, looked up): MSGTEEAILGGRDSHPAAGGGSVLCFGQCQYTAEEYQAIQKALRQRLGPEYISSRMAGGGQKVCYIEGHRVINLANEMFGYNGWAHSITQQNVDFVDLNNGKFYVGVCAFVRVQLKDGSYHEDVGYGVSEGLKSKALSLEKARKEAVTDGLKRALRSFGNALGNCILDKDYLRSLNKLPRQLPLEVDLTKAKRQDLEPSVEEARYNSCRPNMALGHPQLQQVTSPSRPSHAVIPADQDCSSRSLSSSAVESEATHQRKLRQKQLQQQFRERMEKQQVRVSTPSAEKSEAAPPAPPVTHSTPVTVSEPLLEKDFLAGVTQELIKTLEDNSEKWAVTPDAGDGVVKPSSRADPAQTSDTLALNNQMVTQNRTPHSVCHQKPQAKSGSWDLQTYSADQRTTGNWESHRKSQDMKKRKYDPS
# E-selectin induc: E-selectin induction on HUVECs; P16581; HUVEC E-selectin immunofluorescence imaging; normalized: neutral wells 0, TNF-alpha wells 100; activation, % at 7.58 µM; 260,000 tested, 0.37% active; AID 686992;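 active means mean E-selectin-positive cell signal at least 10% of the positive control, reached in at least 60% of replicates, without over 20% cell loss; inconclusive means no rule given, readout overlaps actives, possibly toxicity-flagged; inactive means the rest, including those meeting only one limit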;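 further: in these data hits start at about 27%; measured in HUVEC primary endothelial cells; signal is the percent of cells scored E-selectin positive by PE staining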
# Target sequence (P16581 whole entry, looked up): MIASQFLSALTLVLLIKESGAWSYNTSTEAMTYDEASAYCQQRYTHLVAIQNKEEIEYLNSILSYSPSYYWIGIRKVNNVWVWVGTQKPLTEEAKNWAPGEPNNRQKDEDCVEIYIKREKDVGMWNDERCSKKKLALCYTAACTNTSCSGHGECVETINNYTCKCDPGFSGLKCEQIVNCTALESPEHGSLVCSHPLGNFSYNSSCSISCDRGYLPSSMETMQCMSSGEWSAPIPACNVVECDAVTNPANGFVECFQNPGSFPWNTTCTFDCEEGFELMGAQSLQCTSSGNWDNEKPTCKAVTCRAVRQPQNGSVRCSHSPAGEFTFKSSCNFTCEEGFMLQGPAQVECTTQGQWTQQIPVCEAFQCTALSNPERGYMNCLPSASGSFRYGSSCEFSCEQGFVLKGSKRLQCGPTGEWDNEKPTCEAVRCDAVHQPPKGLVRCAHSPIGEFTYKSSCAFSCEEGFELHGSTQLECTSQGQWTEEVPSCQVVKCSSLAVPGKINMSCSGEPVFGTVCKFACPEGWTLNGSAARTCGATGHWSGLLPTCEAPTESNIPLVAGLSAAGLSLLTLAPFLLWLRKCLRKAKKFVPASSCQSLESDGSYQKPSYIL
#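 Test system: HUVEC; input: 3,000 HUVEC/well; measured by: immunofluorescence imaging; read-out: % PE-positive cells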
# ERAP1 HTS inh: ERAP1 (human) enzyme inhibition. recombinant ERAP1, Leu-AMC fluorescence, 60 min. 340,000 tested, 0.15% active. inhibition, % at 10.7 µM. AID 652197. Q9NZ08;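 active means mean replicate inhibition of at least 30%, or all replicates individually reaching that 30% level; inactive means mean below 30% and not every replicate reaching it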;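 further: 0% = neutral control wells and 100% = L-leucinethiol positive control wells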
# miR-122 sensor: miR-122 inhibition in Huh7 cells; activation (reporter increase), % at 12.5 µM; Huh7 miR-122 Renilla luciferase sensor, 48 h; neutral wells = 0, positive control = 100; AID 602342; 340,000 tested, 0.3% active;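 active means mean replicate activation score at least 90 and every replicate individually at or above 90; inconclusive means only one of the two criteria met; inactive means neither criterion met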;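 further: higher luciferase means less miR-122 activity so hits act as miR-122 inhibitors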
# PGC1a acetyl inh: modulators of PGC1a acetylation; 350,000 tested, 0.17% active; U2OS PGC1a acetylation, AlphaScreen anti-acetyl-lysine; with virally co-expressed GCN5 acetyltransferase; inhibition, % at 15.6 µM;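 active means every replicate shows inhibition of at least 40%; inconclusive means mean inhibition at least 40% but some replicate below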;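 further: 0% = neutral control wells and 100% = positive control wells; some results beyond the cut were filed as inactive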
# RAD54 inh: blocks human RAD54 Holliday junction branch migration; Q92698; FAM/BHQ fluorescence; inhibition, % at 10.4 µM; 360,000 tested, 0.14% active;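 active means mean normalized replicate activity at least 40 and at least half of replicates scoring 40 or more; inconclusive means only one of the two criteria met; inactive means mean below 40 and under half of replicates reaching 40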;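 further: 0% = median of neutral control wells and 100% = median of positive control wells; inhibitors cause a drop in the FAM fluorescence signal; in these data hits start at about 50%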
# Cneo AK release: causes C. neoformans cell lysis | AID 651654 | 360,000 tested, 0.2% active | adenylate kinase release luminescence, 4 h; normalised: neutral wells 0, clomiphene wells 100 | lysis activity, % at 15 µM;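 active means mean lysis activity across replicates of at least 80%, whatever share of replicates individually reach that level; inactive means mean lysis activity below 80%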
#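 Material: C. neoformans cells; Schedule: 4 h static compound exposure, 37 °C, read 1 h post-reagent; Measured by: adenylate kinase release luminescence; Read-out: signal increase indicating cell lysis; Controls: Clomiphene as positive lysis control.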
# PglD inh: PglD (C. jejuni) enzyme inhibition | purified PglD enzyme, DTNB colorimetric CoA detection | inhibition, % at 12.5 µM | 360,000 tested, 0.098% active; in the data active means inhibition above about 16%, passing the limit was not always enough; inconclusive means no clear call, values can overlap the other calls; further: strong numbers were not always called active
# Starred values were filed as active, the others as inactive; ? = inconclusive; . = no result given; [ ] = another dose, or the depositor's remark.
structure,ERAP1 HTS inh,RAD54 inh,RAD52 anneal inh,PglD inh,PGC1a acetyl inh,E-selectin induc,Cneo AK release,miR-122 sensor
O=C(COC(=O)COc1ccccc1)Nc1ncc([N+](=O)[O-])s1,0.7,.,-13.1,.,-1.5,0.5,.,.
Cn1c(=O)c(=O)n(C)c2cc(N3CCCCC3)c(NS(=O)(=O)c3ccc([N+](=O)[O-])cc3)cc21,1.0,4.3,5.5,4.6,2.0,.,-12.3,-5.3
CNC[C@H]1Oc2ccc(NS(=O)(=O)c3ccc(C)cc3)cc2C(=O)N([C@H](C)CO)C[C@H]1C,-3.3,4.8,23.9,9.7,-0.5,-0.8,0.2,2.9[16.7 µM]
C[C@@H]1CN([C@@H](C)CO)C(=O)c2cccc(NS(=O)(=O)c3ccc(F)cc3)c2O[C@@H]1CN(C)S(=O)(=O)c1cccs1,2.4,-9.7,-15.0,0.5,0.8,4.1,-0.4,-27.8[16.7 µM]
COc1ccccc1-c1ccc2c(c1)O[C@H](CN(C)C(C)=O)[C@H](C)CN([C@@H](C)CO)S2(=O)=O,-1.0,0.8,22.9,3.1,-5.9,-0.5,-5.6,36.1[16.7 µM]
C[C@@H]1CN([C@@H](C)CO)C(=O)c2cc(N(C)C)ccc2O[C@H]1CN(C)C(=O)NC1CCCCC1,-2.1,2.5,-5.0,-3.3,4.5,-0.6,0.0,0.0[16.7 µM]
O=C(C[C@@H]1CC[C@H](NC(=O)Nc2ccccc2F)[C@H](CO)O1)NCc1ccccc1,-0.2,3.2,-2.6,2.5,-3.6,0.0,-1.4,.
COCCNC(=O)C[C@H]1C[C@H]2c3cc(NC(=O)Nc4ccc(OC)cc4)ccc3O[C@H]2[C@H](CO)O1,-0.7,19.0,1.5,6.4,6.8,-0.2,1.4,-0.4[16.7 µM]
Cc1nn(C)cc1NC(=O)C[C@@H]1CC[C@H]2[C@H](COc3ccc(NC(=O)c4cccc(F)c4)cc3C(=O)N2C)O1,-2.2,4.8,25.5,4.8,8.6,0.8,43.7,0.0[16.7 µM]
COc1cc(CC(=O)Nc2nc(-c3ccccc3)c(C(C)=O)s2)cc(OC)c1OC,1.9,-3.0,-10.6,3.6,.,.,-1.1,.
CO[C@H](CN(C)C(=O)c1ccccc1F)[C@H](C)CN([C@H](C)CO)S(=O)(=O)c1ccc(F)cc1,1.7,4.1,2.4,2.5,0.8,0.0,3.9,.
Cc1ccc(S(=O)(=O)CCN2CCN(c3ccccc3)CC2)cc1,2.0,9.3,-19.4,1.9,-3.5,.,1.1,4.1
COc1cc(COC(=O)Oc2ccc(CNC(C)=O)cc2OC)c([N+](=O)[O-])cc1OC,-2.3,2.5,8.4,-0.2,-0.2,-0.1,0.6,-3.8
O=C1C(=O)N(CCN2CCOCC2)C(c2cccc(Cl)c2)/C1=C(\O)c1ccc2c(c1)OCCO2 (stereo not given),3.1,-18.6,-12.7,-1.0,15.6,.,-13.8,.
CN(Cc1ccccc1)c1ccc(C(CC(N)=O)NC(=O)Cc2cccc3ccccc23)cc1[N+](=O)[O-] (stereo not given),0.3,6.1,-1.0,-3.3,5.9,0.2,1.9,1.0
Cc1nn(-c2ccccc2)c2sc(C(=O)OCC(=O)N3CCCCC3)cc12,.,-6.4,.,4.5,13.4,.,1.5,-6.8
CCCC1(c2ccccc2)NC(=O)N(CC(=O)Nc2ccccc2C(F)(F)F)C1=O (stereo not given),4.0,8.4,-1.3,0.5,-5.4,.,-1.8,-2.4
CCCCNC(=O)c1onc(CCl)c1C(=O)OC,-1.8,-4.4,-7.2,-1.1,-7.3,.,0.9,2.6
CCCN(CC(=O)Nc1ccc(C(N)=O)cc1)CC(=O)Nc1cc(Cl)ccc1Cl,4.7,-3.6,-12.6,0.9,-7.4,.,-0.6,-2.8
O=C(c1ccc2ccccc2c1)N1CCCC1,-0.2,-4.0,-0.8,-3.4,?,.,-1.6,-5.9
O=C(c1ccco1)N1CCN(C(c2ccccc2Cl)c2nnnn2Cc2cccs2)CC1 (stereo not given),.,-6.3,.,0.3,-12.4,.,1.9,-7.6
CCN(CC)CC(=O)Nc1nn(-c2ccccc2)nc1C(N)=O,.,-9.2,.,-1.4,4.1,.,-1.5,-0.8
CCCn1c(SCC(=O)Nc2ccccc2C(=O)NC2CC2)n[nH]c1=O,2.4,-8.3,-0.3,3.3,0.7,0.0,-0.2,-12.9
CC(C)N=C(NC#N)SCc1ccc(F)cc1,.,2.2,.,0.6,0.5,.,6.4,-0.4
O=C(NC[C@@H]1[C@@H](c2ccccc2)[C@@H](CO)N1Cc1ccccn1)C1CCCC1,.,1.3,.,1.8,-6.2,-0.1,5.4,21.4[16.7 µM]
Cc1ccc(S(=O)(=O)N2CCN(C(=O)COC(=O)c3ccc(O)cc3)CC2)c(C)c1,3.0,.,-7.2,.,-4.4,.,.,-5.9
CCOc1ccc(N2CC(C(=O)Nc3ccccc3OC)CC2=O)cc1 (stereo not given),-0.6,-1.3,-10.6,1.3,3.9,.,2.3,0.5
COc1ccccc1OCCNC(=O)c1ccc(C)o1,-3.1,-1.8,-4.8,-2.2,-2.1,1.7,4.7,-3.0
CCOc1ccc(N=c2scc(-c3ccccc3)n2CCO)cc1,-2.2,-0.2,-8.7,0.5,-5.4,.,0.6,14.4
Cc1ccc(C(=O)NCC(=O)Nc2ccc(F)c(F)c2F)cc1,0.0,-11.5,-20.2,-4.7,6.7,-0.2,0.3,-0.2
CCCOC1CCCN(C(=O)c2cc(Cl)c(Cl)cc2C(=O)O)C1 (stereo not given),.,-13.8,.,18.1,-86.6,.,-1.2,-2.8
Cc1ccc(S(=O)(=O)N[C@@H]2C=C[C@H](CC(=O)NCc3ccc(Cl)c(Cl)c3)O[C@@H]2CO)cc1,1.4,.,-8.4,.,3.2,-0.1,.,.
COC(=O)c1ccccc1NC(=O)CN1C(=O)c2ccccc2S1(=O)=O,.,3.0,.,-0.4,0.9,.,-0.5,0.1
CN(C)CC(=O)Nc1ccc2c(c1)[C@@H]1C[C@@H](CC(=O)NCc3ccc(-c4ccccc4)cc3)O[C@@H](CO)[C@@H]1O2,0.0,4.2,36.5,1.7,1.0,-0.1,-1.4,-7.8[16.7 µM]
O=C(Cc1ccccc1)N1C[C@H]2[C@@H](c3ccccc31)[C@H](CO)N2S(=O)(=O)c1ccccc1,-1.8,-3.0,-6.0,0.7,-9.1,0.2,3.9,0.0[16.7 µM]
CC(C)(C)c1ccccc1OCCCCCNCCO,.,9.8,.,5.7,-14.3,.,-0.6,-3.6
Cc1ccc(S(=O)(=O)N2CCOCC2)cc1C(=O)Nc1nc(-c2cccnc2)cs1,6.5,-1.8,-0.1,5.6,9.5,.,9.4,-0.7
CC(C)CC(C(=O)Nc1cccc(O)c1)N1C(=O)c2ccccc2C1=O (stereo not given),-0.6,-1.5,-13.3,-7.6,.,0.2,1.0,-5.5
Cc1ccc(S(=O)(=O)N2CCN(C(=O)C3CC(=O)N(c4ccc5c(c4)OCCO5)C3)CC2)cc1 (stereo not given),-0.3,4.5,-10.0,-3.3,-8.6,4.0,0.1,0.8
COc1cc(/C=N\NC(=O)c2ccc(-c3ccccc3)cc2)cc(OC)c1O,2.5,1.0,-11.6,-4.4,.,1.5,-3.2,6.2

# Random excerpt: 2 entries already listed.
structure,ERAP1 HTS inh,RAD54 inh,RAD52 anneal inh,PglD inh,PGC1a acetyl inh,E-selectin induc,Cneo AK release,miR-122 sensor
CC(C)CC(C(=O)Nc1cccc(O)c1)N1C(=O)c2ccccc2C1=O (stereo not given),-0.6,-1.5,-13.3,-7.6,.,0.2,1.0,-5.5
CC(C)(C)c1ccccc1OCCCCCNCCO,.,9.8,.,5.7,-14.3,.,-0.6,-3.6

# (continued)
structure,ERAP1 HTS inh,RAD54 inh,RAD52 anneal inh,PglD inh,PGC1a acetyl inh,E-selectin induc,Cneo AK release,miR-122 sensor
CCCOc1ccc(CC(=O)NCC2(c3ccccc3)CCOCC2)cc1OC,.,-8.2,.,0.3,5.0,.,-0.6,-3.3
COc1ccc(NC(=O)N(C)C[C@H]2OCc3cn(nn3)CCCC(=O)N([C@@H](C)CO)C[C@H]2C)cc1,0.4,7.7,1.0,-0.9,0.7,-0.2,-7.2,-0.7[16.7 µM]
CC(=O)Nc1ccc2c(c1)C(=O)N(C)[C@@H]1CC[C@H](CC(=O)NCCCN3CCOCC3)O[C@@H]1CO2,2.0,3.8,-3.3,0.6,10.8,0.2,-2.3,-33.3[16.7 µM]
C[C@@H]1CCCCO[C@H](CN(C)CC2CCCCC2)[C@H](C)CN([C@@H](C)CO)C(=O)c2cc(NC(=O)Nc3ccc(C(F)(F)F)cc3)ccc2O1,-3.6,7.0,-5.7,1.2,0.2,0.4,3.4,-31.7[16.7 µM]
COc1cccc(CNC(=O)CN(c2cc(C)cc(C)c2)S(=O)(=O)c2c(C)noc2C)c1,.,-2.4,-18.1,0.4,-3.1,.,2.1,-2.4
Cc1ncc([N+](=O)[O-])n1CC(O)CCl (stereo not given),-1.6,9.4,-3.9,5.3,2.0,1.2,-0.2,2.0
Cc1ccccc1C(=O)Nc1scc(-c2ccc(Br)cc2)c1C(=O)O,10.9,-1.2,-8.3,2.3,-1.1,.,-4.5,-1.9
CC(C)NC(=O)Nc1ccc2c(c1)CC(=O)N([C@H](C)CO)C[C@@H](C)[C@@H](CN(C)Cc1ccc(C(=O)O)cc1)O2,0.9,2.0,-7.7,1.0,1.1,17.6,-2.8,-1.9[16.7 µM]
CC(=O)c1ccc(NC(=O)C2CCCO2)cc1 (stereo not given),0.3,3.2,-3.8,1.9,-7.1,.,0.4,-8.0
COc1ccc(CC(=O)NCCCCc2ccccc2)cc1OC,-2.2,.,-13.3,.,1.4,14.2,.,.
Cc1coc2cc3oc(=O)c(CC(=O)N4C[C@H]5C[C@@H](C4)c4cccc(=O)n4C5)c(C)c3cc12,7.5,11.1,-12.6,2.7,9.1,.,1.3,-0.2
O=C1c2ccccc2NC(c2ccc(-c3ccc(C(F)(F)F)cc3)o2)N1O (stereo not given),-0.1,-1.6,-28.9,-3.1,.,0.0,-2.8,-14.3
Cc1ccc(NC(=S)NC2CC3CCCC(C2)N3Cc2ccco2)cc1 (stereo not given),1.9,-10.8,-2.0,0.4,9.1,0.6,-1.6,-4.0
COc1ccccc1C1=Nc2cccc3cccc(c23)N1,-3.0,-1.7,-18.6,0.9,.,.,-12.1,4.6
CCCN(C)C[C@@H]1Oc2cc(C#Cc3ccc(F)cc3)ccc2S(=O)(=O)N([C@@H](C)CO)C[C@H]1C,-2.4,-12.6,16.7,-1.1,-14.9,0.0,6.5,0.8[16.7 µM]
Cc1ccc(C)c(SCC(=O)NCC(c2ccco2)N2CCCCC2)c1 (stereo not given),0.9,1.3,-19.9,-3.1,-8.8,.,0.4,-2.0
O=C(O)c1cccc(NC(=O)c2ccc3c(c2)C(=O)N(C2CCCCC2)C3=O)c1,-31.4,-12.1,0.7,6.5,1.5,-0.6,1.8,0.3
Cc1cccc2cc(CN(Cc3ccco3)C(=O)c3ccncc3)c(=O)[nH]c12,.,-7.7,.,1.5,16.7,.,-0.9,1.7
